Assay outcomes (PubChem BioAssay)
GAA inh – blocks human lysosomal alpha-glucosidase | Potency, µM (series often up to 76.9 µM), without a hit: at the highest dose activity change, negative = inhibition, most hits filed as inhibitors | P10253 | hit rate 0.005% among 200,000 | purified human GAA, 4-MU-alpha-glucoside fluorescence;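 also: plate controls were uninhibited enzyme wells for no effect and no-enzyme background for full effect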
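Human alpha-glucosidase, 4 nM, pre-mixed with test compounds before 400 uM 4-methylumbelliferyl substrate; 20 min room temperature at pH 5.0. Fluorescence read after pH 10 stop; AC50 values from Hill-equation fits.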
RECQ1 inh – inhibitors of human RECQ1 DNA helicase; P46063; RECQ1 DNA unwinding, red fluorescence kinetic read; Potency, µM (series often up to 57.3 µM), for the others: top-dose activity, negative = inhibition, most hits filed as inhibitors; hit rate 0.54% among 240,000; AID 2549;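 also: plate controls were vehicle for no effect and no enzyme for full effect; nearly all actives have a fitted effect of over 30% in size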
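50 nM RECQ1T1 preincubated 15 min with compound in Tris pH 8.0 buffer with MgCl2, DTT, Tween-20 and 2.5 ug/ml poly(dI-dC); started with 200 nM TAMRA/BHQ-2 forked duplex and 2 mM ATP. Unwinding read as fluorescence (525/598 nm), two reads 2 h apart.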
TRb-SRC2 inh – TRbeta-SRC2 interaction inhibition; hit rate 0.065% among 280,000; P10828; TRbeta-SRC2 peptide binding, fluorescence polarization; receptor liganded with 1 µM T3; Potency, µM (titrated, usually from 106 µM), inactives show at the highest dose activity change, negative = inhibition, actives largely listed as inhibitors; AID 1469;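 also: plate controls were bound peptide for no effect and peptide without receptor for full effect; nearly all actives have a fitted effect of over 50% in size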
Target sequence (P10828 whole entry, looked up): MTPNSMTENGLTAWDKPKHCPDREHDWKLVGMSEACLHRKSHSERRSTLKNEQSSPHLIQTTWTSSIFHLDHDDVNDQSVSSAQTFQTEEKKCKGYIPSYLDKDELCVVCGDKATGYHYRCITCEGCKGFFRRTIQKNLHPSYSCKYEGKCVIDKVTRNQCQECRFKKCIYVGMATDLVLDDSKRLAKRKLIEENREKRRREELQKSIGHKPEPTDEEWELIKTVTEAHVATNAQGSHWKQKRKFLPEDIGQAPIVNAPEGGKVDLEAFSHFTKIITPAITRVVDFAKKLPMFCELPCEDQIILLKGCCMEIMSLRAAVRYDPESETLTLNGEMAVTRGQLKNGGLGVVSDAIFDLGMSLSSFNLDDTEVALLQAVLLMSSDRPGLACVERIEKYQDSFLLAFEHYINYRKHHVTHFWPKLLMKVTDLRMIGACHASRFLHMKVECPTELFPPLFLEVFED
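A fluorescence polarization screen tested compounds at multiple concentrations against complex formation between 0.6 uM TRb ligand-binding domain and 20 nM Texas Red SRC2 peptide, with 1 uM T3 present; readout after 5 hr.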
TexasRed fluor – alters Texas Red total fluorescence, flagging assay interference | TRb/SRC2 Texas Red total fluorescence interference | Potency, µM (highest dose often 106 µM), inactives show at the highest dose fluorescence change, negative = quenching | hit rate 0.29% among 280,000 | AID 1479; active = well fitted curve in either direction with a large enough effect; inconclusive = small, poorly fitted or top-dose-only effect
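Human TRβ ligand-binding domain (0.6 uM) and Texas Red SRC2 peptide (20 nM) in Tris buffer with 1 uM T3 and 5% DMSO were incubated with pinned compound for 5 hr at ambient temperature. Total fluorescence was computed as S + 2P (555/632 nm).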
L3MBTL1 block – inhibitors of human L3MBTL1. Q9Y468. AlphaScreen L3MBTL1–H3K9me1 peptide binding. Potency, µM (series often up to 57.1 µM), inactives show at the highest dose activity, negative = inhibition, usual class: inhibitors. hit rate 0.66% among 230,000. AID 485360; also: nearly all actives have a fitted effect of over 60% in size
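AlphaScreen assay: L3MBTL1 (50 nM final) was preincubated 30 min at room temperature with biotinylated H3(1-15)K9me1 peptide (75 nM final), then 30 min with library compounds; streptavidin donor and nickel chelate acceptor beads (10 ug/mL final) added, 30 min dark.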
GoLoco inh red – RGS12 GoLoco-Gai1 interaction inhibition; P63096; Gai1:RGS12 GoLoco peptide FP, rhodamine, 10 min; Potency, µM (titrated, usually from 61.6 µM), for inactives: top-dose activity, negative = inhibition, hits mostly inhibitors; hit rate 0.44% among 230,000; AID 880; active = well fitted inhibition curve with a large enough effect, not every such curve was filed as active; inactive = no such curve, though single readings can be large or run the other way; also: nearly all actives have a fitted effect of over 30% in size; many of its hits are not listed in these tables
Target sequence (P63096 whole entry, looked up): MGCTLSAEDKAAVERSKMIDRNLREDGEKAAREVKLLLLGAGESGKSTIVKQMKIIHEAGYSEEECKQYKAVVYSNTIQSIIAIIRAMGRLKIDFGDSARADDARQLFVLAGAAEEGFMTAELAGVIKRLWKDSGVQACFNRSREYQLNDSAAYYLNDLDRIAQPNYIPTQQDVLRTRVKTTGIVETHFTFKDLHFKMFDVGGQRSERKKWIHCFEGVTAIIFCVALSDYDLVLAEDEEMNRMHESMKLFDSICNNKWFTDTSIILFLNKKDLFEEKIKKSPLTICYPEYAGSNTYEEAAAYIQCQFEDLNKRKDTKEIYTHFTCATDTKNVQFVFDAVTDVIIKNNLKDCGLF
GAA spleen mod – inhibits or activates alpha-glucosidase in human spleen homogenate; human spleen homogenate, 4-MU-alpha-glucoside fluorescence; hit rate 0.006% among 240,000; P10253; Potency, µM (doses to about 79.9 µM), for inactives: at the top dose activity change, negative = inhibition, hits mostly inhibitors;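 also: 0% = enzyme with vehicle and -100% = no enzyme basal signal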
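Compounds were titrated against alpha-glucosidase in spleen homogenate at pH 5.0, with 1 mM 4-methylumbelliferyl substrate for 40 min at 37 C. Reactions were quenched with pH 10 NaOH/glycine and fluorescence measured.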
GAA glycogen – inhibitors or activators of human alpha-glucosidase glycogen cleavage; Potency, µM (top dose mostly 76.4 µM), for the others: top-dose activity change, negative = inhibition, usual class: inhibitors; hit rate 0.38% among 300,000; recombinant GAA, glycogen substrate, Amplex Red glucose oxidase fluorescence; AID 2100;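 also: 0% = full enzyme reaction and -100% = no-enzyme basal signal; the screen sought inhibitors and activators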
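Recombinant enzyme (4 nM final) with compounds titrated up to 77 uM and bovine liver glycogen (30 ug) in citrate pH 5.0, 0.01% Tween-20, 37 C 40 min. Released glucose detected by Amplex Red/glucose oxidase (Ex 573/Em 610); AC50 from Hill fits.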
Active calls of the source: *; [ ] = dose if it differs, or a comment. Unless noted, calls follow the shape of the dose curve; as a rule, active = well fitted curve in the direction sought with a large enough effect; inconclusive = small, poorly fitted or top-dose-only effect, or another doubt; inactive = no such curve, though single readings can be large; an effect the other way counts as inactive or inconclusive. Unless noted, % is scaled to controls: 0 for no effect and ±100 for the full control effect; potency is read from the fitted curve at half-maximal effect. The list is partial (hit frequency here may not be typical).

The first 3 entries, ahead of the listing:
Screening COc1ccc(NC(=O)/C=C/c2ccc(Br)o2)cn1 returned GAA inh inconclusive, RECQ1 inh -28%, TRb-SRC2 inh -3%, TexasRed fluor -12%, GoLoco inh red 3%, GAA spleen mod -7% and GAA glycogen -3%.
O=C(c1cccnc1)N1CCC(Oc2ccc(C(=O)N3CCCC(O)C3)cc2)CC1 (stereo unspecified) was read as GAA inh -5%, RECQ1 inh -10%, TRb-SRC2 inh -1%, TexasRed fluor 0%, L3MBTL1 block 9%, GoLoco inh red 2%, GAA spleen mod -3% and GAA glycogen 17%.
Screening Cc1ccc(C(=O)C(=S)N2CCOCC2)cc1 returned GAA inh 3%, RECQ1 inh 3%, TRb-SRC2 inh 0%, TexasRed fluor 0%, L3MBTL1 block 2%, GoLoco inh red 10%, GAA spleen mod -21% and GAA glycogen -2%.

Main list, repeating the preview:
Screening COc1ccc(NC(=O)/C=C/c2ccc(Br)o2)cn1 returned GAA inh inconclusive, RECQ1 inh -28%, TRb-SRC2 inh -3%, TexasRed fluor -12%, GoLoco inh red 3%, GAA spleen mod -7% and GAA glycogen -3%.
O=C(c1cccnc1)N1CCC(Oc2ccc(C(=O)N3CCCC(O)C3)cc2)CC1 (stereo unspecified) was read as GAA inh -5%, RECQ1 inh -10%, TRb-SRC2 inh -1%, TexasRed fluor 0%, L3MBTL1 block 9%, GoLoco inh red 2%, GAA spleen mod -3% and GAA glycogen 17%.
Screening Cc1ccc(C(=O)C(=S)N2CCOCC2)cc1 returned GAA inh 3%, RECQ1 inh 3%, TRb-SRC2 inh 0%, TexasRed fluor 0%, L3MBTL1 block 2%, GoLoco inh red 10%, GAA spleen mod -21% and GAA glycogen -2%.
Screening CC(C)CC(=O)NC(=S)Nc1ccccn1 returned GAA inh 3%, RECQ1 inh inactive, TRb-SRC2 inh -24%, TexasRed fluor 2%, GoLoco inh red 14%, GAA spleen mod 1% and GAA glycogen 16%.
Screening COCCCn1c(=NC(=O)c2ccc3c(c2)OCO3)c(C#N)cc2c(=O)n3cccc(C)c3nc21 returned GAA inh inconclusive, RECQ1 inh 9%, TRb-SRC2 inh -1%, TexasRed fluor -1%, L3MBTL1 block -1%, GoLoco inh red 11%, GAA spleen mod 15% and GAA glycogen -18%.
Screening O=C(CCCCCCCC(=O)NNC(=O)Nc1ccccc1)NNC(=O)Nc1ccccc1 returned GAA inh 1%, RECQ1 inh -2%, TRb-SRC2 inh 10%, TexasRed fluor 0%, L3MBTL1 block -10%, GoLoco inh red 170%[activator], GAA spleen mod -3% and GAA glycogen 8%.
For Nc1nnc(-c2cc3c(ccc4ccccc43)oc2=O)s1 the results were GAA inh -5%, RECQ1 inh -1%, TRb-SRC2 inh 3%, TexasRed fluor -3%, L3MBTL1 block 20%, GoLoco inh red 11%, GAA spleen mod 3% and GAA glycogen 2%.
For Cn1c(=O)[nH]c(=O)c2c1nc(N1CCCCC1)n2CCSc1nc2ccccc2o1 the results were GAA inh -1%[15.4 µM], RECQ1 inh -7%, TRb-SRC2 inh -1%, TexasRed fluor 0%, L3MBTL1 block -2%, GoLoco inh red 5%, GAA spleen mod 5% and GAA glycogen 2%.
Nc1ncnc2nc(Cl)[nH]c12 was read as RECQ1 inh inactive, TRb-SRC2 inh -1%, TexasRed fluor -12%, GoLoco inh red -6% and GAA spleen mod -5%.
O=C(NCc1ccccc1)Nc1cccn(Cc2cccc(F)c2)c1=O was read as GAA inh -5%, RECQ1 inh 9%, TRb-SRC2 inh -6%, TexasRed fluor -1%, L3MBTL1 block inconclusive, GoLoco inh red 5%, GAA spleen mod 0% and GAA glycogen -5%.
Screening Cc1nnc(SCC(=O)N/N=C/c2ccc(-c3ccc(C)c(Cl)c3)o2)s1 returned GAA inh inconclusive, RECQ1 inh -5%, TRb-SRC2 inh 10%, TexasRed fluor 1%, L3MBTL1 block -5%, GoLoco inh red 31%[activator], GAA spleen mod 0% and GAA glycogen -11%.
Screening Cc1ccc(N2CC(C(=O)Nc3ccc(S(=O)(=O)Nc4nccc(C)n4)cc3)CC2=O)cc1 (stereo unspecified) returned GAA inh -12%, RECQ1 inh 18%, TRb-SRC2 inh 4%, TexasRed fluor 4%, L3MBTL1 block 4%, GoLoco inh red 11%, GAA spleen mod -6% and GAA glycogen 9%.
Screening CCOC(=O)c1c(C)[nH]c(C(=O)OCC(=O)N2CCN(S(=O)(=O)c3ccccc3)CC2)c1C returned GAA inh -15%, RECQ1 inh -9%, TRb-SRC2 inh 2%, TexasRed fluor -5%, GoLoco inh red 3%, GAA spleen mod -3% and GAA glycogen -6%.
`COc1ccc(S(=O)(=O)Nc2ccc(S(=O)(=O)N3CCCCC3)cc2)cc1C` gave GAA inh -7%, RECQ1 inh -9%, TRb-SRC2 inh 9%, TexasRed fluor 0%, L3MBTL1 block -1%, GoLoco inh red 7%, GAA spleen mod -8% and GAA glycogen -8%.
Screening C=CCc1c(C)c(C#N)c2nc3ccccc3n2c1NCCN(C)C returned GAA inh -2%, RECQ1 inh inactive, TRb-SRC2 inh -10%, TexasRed fluor 1%, L3MBTL1 block 3%, GoLoco inh red 11%, GAA spleen mod -13% and GAA glycogen -3%.
CCOC(=O)C1CN(C(C)(C)C)C(=O)C1=O (stereo unspecified) was read as GAA inh 2%, RECQ1 inh -5%, TRb-SRC2 inh -1%, TexasRed fluor 5%, L3MBTL1 block -6%, GoLoco inh red -1%, GAA spleen mod -1% and GAA glycogen 14%.
Screening Cc1cccc(C)c1NC(=O)/C(C#N)=C/c1cccs1 returned GAA inh 5%, RECQ1 inh inconclusive, TRb-SRC2 inh -5%, TexasRed fluor 4%, L3MBTL1 block -6%, GoLoco inh red 60%[activator], GAA spleen mod -5% and GAA glycogen -2%.
Screening Cn1cc(CN(Cc2ccccn2)C[C@@H]2CCC(=O)N2)c(-c2ccccc2F)n1 returned GAA inh inconclusive, RECQ1 inh inactive, TRb-SRC2 inh 7%[53 µM], TexasRed fluor -1%[53 µM], L3MBTL1 block -11%, GoLoco inh red 8%, GAA spleen mod 7% and GAA glycogen 0%.
For Cc1cn[nH]c1 the results were RECQ1 inh inactive, TRb-SRC2 inh -5%, TexasRed fluor 0%, L3MBTL1 block 19%, GoLoco inh red 12% and GAA spleen mod 3%.
Nc1nc(SCC(=O)N2N=C(c3ccc(Cl)cc3)CC2c2ccco2)n[nH]1 (stereo unspecified) was read as GAA inh -10%[15.4 µM], RECQ1 inh inactive, TRb-SRC2 inh -2%, TexasRed fluor -4%, L3MBTL1 block -8%, GoLoco inh red 7%, GAA spleen mod 1% and GAA glycogen 0%.
For COc1ccc(CCNC(=O)C(=O)NCCCN2CCOCC2)cc1 the results were GAA inh 6%, RECQ1 inh 6%, TRb-SRC2 inh 3%, TexasRed fluor 1%, L3MBTL1 block -28%, GoLoco inh red 15%, GAA spleen mod -6% and GAA glycogen -3%.
`CC(C)(C)C(=O)Nc1ccccc1C(=O)N1CCCC1` gave GAA inh -6%, RECQ1 inh 0%, TRb-SRC2 inh 0%, TexasRed fluor 1%, L3MBTL1 block -1%, GoLoco inh red 12%, GAA spleen mod 0% and GAA glycogen 9%.
Screening FC(F)(F)Oc1ccc(NC(=S)Nc2ccc(OC(F)(F)F)cc2)cc1 returned RECQ1 inh -5%, TRb-SRC2 inh -11%, TexasRed fluor 1%, GoLoco inh red -4%, GAA spleen mod -3% and GAA glycogen 5%.
NS(=O)(=O)c1cccc(NC(=O)CSc2ccccn2)c1 was read as GAA inh -25%, RECQ1 inh 12%, TRb-SRC2 inh -3%, TexasRed fluor -1%, GoLoco inh red 5%, GAA spleen mod -2% and GAA glycogen 3%.
Screening CC(=O)NC(NC(=S)Nc1ccc(N=Nc2ccccc2)cc1)C(Cl)(Cl)Cl (stereo unspecified) returned GAA inh -2%, RECQ1 inh -4%, TRb-SRC2 inh 14%, TexasRed fluor -4%, L3MBTL1 block -26%, GoLoco inh red -5%, GAA spleen mod -6% and GAA glycogen 8%.
Screening Cc1ccc(C(C(=O)NC(C)(C)C)N(CC2CCCO2)C(=O)Cn2nnc(-c3ccc(C)o3)n2)cc1 (stereo unspecified) returned GAA inh -10%, RECQ1 inh 11%, TRb-SRC2 inh 3%, TexasRed fluor -1%, L3MBTL1 block -2%, GoLoco inh red -1%, GAA spleen mod 4% and GAA glycogen 1%.
Screening Cc1ccc(S(=O)(=O)NCCSCc2ccco2)cc1 returned GAA inh -2%, RECQ1 inh -4%, TRb-SRC2 inh -5%, TexasRed fluor 0%, L3MBTL1 block -11%, GoLoco inh red -6%, GAA spleen mod 2% and GAA glycogen -11%.
For Cc1cc(Cl)c(S(=O)(=O)N2CCN(c3ccccn3)CC2)cc1OCC(N)=O the results were GAA inh 0%, RECQ1 inh inactive, TRb-SRC2 inh -1%, TexasRed fluor -2%, L3MBTL1 block -1%, GoLoco inh red 11%, GAA spleen mod -8% and GAA glycogen -12%.
`COc1ccc(N(C(C)C(=O)N/N=C/c2ccc(OC)c(OC)c2)S(C)(=O)=O)cc1` (stereo unspecified) gave GAA inh -2%, RECQ1 inh -2%, TRb-SRC2 inh 2%, TexasRed fluor -1%, GoLoco inh red -8%, GAA spleen mod -2% and GAA glycogen 7%.
`CNS(=O)(=O)c1ccc(NC(=O)c2ccccn2)cc1` gave GAA inh 6%, RECQ1 inh -1%, TRb-SRC2 inh -3%[53 µM], TexasRed fluor 0%[53 µM], L3MBTL1 block -1%, GoLoco inh red 3%, GAA spleen mod -14% and GAA glycogen 0%.
`O=C(COc1ccc(C(=O)c2ccccc2)cc1)NCC1CCCCC1` gave GAA inh -3%, RECQ1 inh -8%, TRb-SRC2 inh 0%, TexasRed fluor 1%, L3MBTL1 block -2%, GoLoco inh red 1%, GAA spleen mod -3% and GAA glycogen -2%.
